Compound activity deposited in PubChem BioAssay by Sanford-Burnham Center for Chemical Genomics.
MPTP block = mitochondrial permeability transition pore inhibitors, primary screen, biochemical, isolated mouse mitochondria, absorbance; Ca2+ swelling absorbance, 30 min; 1.4% of 360,000 active; inhibition, % at 10 µM; AID 602449, 2012;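 active means inhibition of 50% or more, scaled per plate between neutral and stimulator controls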;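 further: 0% = DMSO wells given calcium and 100% = 1 mM EGTA wells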
CCR6 antagonist = CCR6 receptor antagonists, primary screen, cell-based, CHO-K1, luminescence, beta-arrestin, uHTS. CHO-K1 CCR6 PathHunter beta-arrestin, CCL20-stimulated. inhibition, % at 20 µM. 0.49% of 340,000 active. AID 493098, 2011;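 active means compounds whose inhibition of the agonist-driven luminescence signal at 20 µM reaches about 50%, limit read from the data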;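 further: cells stimulated with CCL20 at 14 nM final; plate controls were DMSO with CCL20 for no effect and DMSO without agonist for full effect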
Target sequence (P51684 whole entry, looked up): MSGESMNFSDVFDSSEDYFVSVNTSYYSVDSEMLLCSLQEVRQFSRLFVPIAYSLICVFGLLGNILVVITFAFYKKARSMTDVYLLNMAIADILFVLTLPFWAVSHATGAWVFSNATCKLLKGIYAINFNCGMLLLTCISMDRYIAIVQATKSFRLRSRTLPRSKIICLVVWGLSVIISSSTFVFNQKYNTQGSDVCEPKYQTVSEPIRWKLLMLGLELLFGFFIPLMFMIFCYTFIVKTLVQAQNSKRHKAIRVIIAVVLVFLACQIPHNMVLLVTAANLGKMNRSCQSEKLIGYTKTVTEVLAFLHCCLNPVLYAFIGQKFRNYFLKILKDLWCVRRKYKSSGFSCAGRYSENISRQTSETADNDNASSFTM
APOBEC3A inh = APOBEC3A ssDNA deaminase inhibitors, primary screen, selectivity assay for APOBEC3G inhibitor project, biochemical, FAM/TAMRA oligo cleavage fluorescence; 0.41% of 330,000 active; recombinant A3A, FAM/TAMRA ssDNA deamination fluorescence; inhibition, % at 20 µM;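 active means at least 40% inhibition at 20 µM here, with at most 30% in a related deaminase screen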;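 further: plate controls were A3A with DMSO for no effect and wells lacking A3A enzyme for full effect; some results filed as inactive read as strong as hits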
APOBEC3G inh = APOBEC3G DNA deaminase inhibitors, primary screen, biochemical, fluorescence, single-stranded DNA substrate, uHTS; inhibition, % at 20 µM; 0.28% of 330,000 active; recombinant A3G, ssDNA deamination FAM/TAMRA fluorescence; DNA dC->dU-editing enzyme APOBEC-3G (Homo sapiens), Q9HC16;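 active means inhibition of at least 40% at 20 µM, with no more than 30% in the related APOBEC3A deaminase screen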;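 further: plate controls were DMSO wells with A3G for no effect and wells lacking A3G enzyme for full effect; some compounds called inactive have numbers as strong as hits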
CXCR6 block = CXCR6 receptor inhibitors, primary screen, cell-based, beta-arrestin, luminescence, CHO-K1 PathHunter, 1536-well; inhibition, % at 20 µM; 0.36% of 360,000 active; C-X-C chemokine receptor type 6 (Homo sapiens), O00574; in the data active means inhibition above about 34%, passing the limit was not always enough;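 further: antagonist mode with CXCL16 agonist at 10 nM final; 0% = 10 nM CXCL16 with DMSO and 100% = unstimulated wells without agonist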
Target sequence (O00574 whole entry, looked up): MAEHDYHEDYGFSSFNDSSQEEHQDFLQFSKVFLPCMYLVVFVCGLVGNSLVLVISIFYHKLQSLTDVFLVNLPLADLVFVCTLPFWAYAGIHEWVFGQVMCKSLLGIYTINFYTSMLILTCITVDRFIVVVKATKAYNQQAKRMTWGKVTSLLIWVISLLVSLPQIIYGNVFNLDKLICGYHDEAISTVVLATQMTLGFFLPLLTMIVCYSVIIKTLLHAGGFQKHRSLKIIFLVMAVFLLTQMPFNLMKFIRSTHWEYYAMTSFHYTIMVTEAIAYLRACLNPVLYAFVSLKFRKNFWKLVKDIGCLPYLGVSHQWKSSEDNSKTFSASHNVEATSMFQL
Gli-Sufu block = Gli-Sufu pathway antagonists, primary screen, luciferase luminescence, Sufu-KO-LIGHT cells, uHTS. AID 588413, 2011. 0.74% of 340,000 active. inhibition, % at 5 µM. Sufu-KO-LIGHT fibroblasts, Gli luciferase reporter luminescence;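 active means inhibition above about 55%, limit read from the data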;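 further: 0% = DMSO-treated cells and 100% = wells with medium but no cells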
GRIN3A LBD mod = binders of NR3A ligand-binding domain, primary screen, biophysical, differential scanning fluorimetry, uHTS. NR3A LBD differential scanning fluorimetry, Tm shift; 0% = protein alone, 100% = glycine-bound protein. Tm shift relative to glycine control, % at 25 µM. 2.5% of 340,000 active. AID 1259313, 2017;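 active means melting temperature shift of at least 10% of the positive control shift, at one fixed dose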
EBI2 block = EBI2 receptor antagonists, beta-arrestin recruitment, primary screen, cell-based, luminescence, 7a,25-OHC stimulation, uHTS; G-protein coupled receptor 183 (Homo sapiens), P32249; 7a,25-OHC stimulated; inhibition, % at 5 µM; 0.81% of 360,000 active; AID 651636, 2012; in the data active means inhibition above about 38%;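 further: enzyme fragment complementation signal reports receptor beta-arrestin coupling in cells; 0% = agonist plus DMSO wells and 100% = wells without agonist; some results beyond the cut were filed as inactive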
Target sequence (P32249 whole entry, looked up, the tested form may be a part): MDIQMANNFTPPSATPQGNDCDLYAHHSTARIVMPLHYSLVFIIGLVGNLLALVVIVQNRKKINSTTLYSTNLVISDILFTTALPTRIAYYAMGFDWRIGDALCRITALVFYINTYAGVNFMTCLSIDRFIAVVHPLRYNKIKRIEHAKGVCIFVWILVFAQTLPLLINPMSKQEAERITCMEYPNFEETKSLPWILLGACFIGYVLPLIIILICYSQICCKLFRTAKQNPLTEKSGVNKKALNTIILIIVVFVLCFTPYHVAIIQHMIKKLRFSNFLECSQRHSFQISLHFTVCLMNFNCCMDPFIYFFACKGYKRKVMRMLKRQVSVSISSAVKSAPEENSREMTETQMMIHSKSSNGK
* hit, by the source's call; nt = no result given.

SMILES | MPTP block | CCR6 antagonist | APOBEC3A inh | APOBEC3G inh | CXCR6 block | Gli-Sufu block | GRIN3A LBD mod | EBI2 block
COc1ccc(Cl)cc1NC(=O)COC(=O)c1ccc(Cl)nc1 | -2.6 | 4.6 | -2.0 | -6.1 | -6.6 | 7.3 | -1.2 | 3.0
COc1ccc(Cn2c(-c3ccccc3)nc3c(c(=O)c4ccccc4n3C)c2=O)cc1 | 1.4 | 10.1 | -4.5 | -2.8 | 16.0 | 7.6 | -8.0 | 6.0
COc1ccc(S(=O)(=O)NCCN2CCOCC2)cc1[N+](=O)[O-] | 0.1 | 6.0 | 0.2 | -4.1 | -5.5 | -11.0 | 1.3 | 7.6
COc1cc(NC(=O)c2cccs2)c(C(=O)OCC(=O)NC(=O)NCc2ccccc2)cc1OC | 5.0 | 23.5 | -13.4 | -7.3 | 3.0 | 12.9 | -0.9 | 6.4
CCn1c2ccccc2c2cc(NC(=O)CSc3nccc(=O)[nH]3)ccc21 | 1.6 | 1.4 | -6.7 | -4.6 | -6.2 | 1.1 | -2.8 | -5.0
COc1ccc(S(=O)(=O)N(C)c2ccc(C(=O)N3CCN(C)CC3)cc2)cc1 | -0.5 | 5.0 | -3.5 | -7.2 | 9.8 | 23.0 | -0.4 | -2.7
CC1CC(=S)Nc2ccccc2N1C(=O)Nc1ccccc1 (centres undefined) | -6.5 | 9.6 | -0.6 | -5.6 | 2.0 | 2.4 | -0.7 | -2.6
Cc1ccc(N(CC(=O)NC2CCCCC2)C(=O)CNC(=O)c2cccs2)cc1 | 1.0 | 12.1 | -2.1 | -7.4 | -3.1 | -12.9 | 1.1 | 6.3
CCCCNC(=O)c1nn2cc(Br)cnc2c1Br | nt | 11.1 | 9.5 | -2.0 | nt | -9.8 | -1.7 | nt
CC(C)c1cc(NC(=O)C(C)(C)C)cc(C(C)C)c1O | -2.1 | -17.9 | -2.7 | -3.4 | -3.3 | -5.8 | -20.2 | 7.9
CC1C=CC(C)C(C(=O)O)C1C(=O)O (centres undefined) | 0.9 | 16.6 | 25.2 | 26.0 | -0.3 | -0.1 | -0.3 | 5.6
COC(=O)c1ccc(COC(=O)C(CCS(C)(=O)=O)N2C(=O)c3ccccc3C2=O)cc1 (centres undefined) | 0.5 | -3.7 | -1.2 | -4.0 | 2.5 | -3.4 | 3.4 | -6.8
CCOc1ccc(-n2c(-c3ccccc3)c[n+]3c2CCC3)cc1 | 0.2 | 21.2 | -0.5 | -8.7 | 4.5 | 84.6* | 0.0 | 4.1
Cc1c(C(=O)Nc2ccccc2F)sc2nc3n(c(=O)c12)CCC3 | -0.3 | 12.5 | -7.2 | -4.6 | 4.0 | -81.8 | -1.1 | 5.7
CN(C(=O)COC(=O)c1ccc(C(C)(C)C)cc1)C1CCS(=O)(=O)C1 (centres undefined) | 0.5 | 0.7 | -2.4 | -8.1 | -8.2 | -8.0 | -0.7 | -10.8
CN(CC(=O)Nc1ccc(N2CCOCC2)cc1)C(=O)CCNC(=O)c1ccc(Br)cc1 | 0.1 | 0.2 | -1.6 | -6.4 | 3.6 | -6.1 | 1.0 | 2.5
CCOc1ccc(NCc2cc3cc(OC)ccc3[nH]c2=O)cc1 | 1.3 | 7.0 | 1.3 | -2.7 | -29.2 | 0.4 | -0.9 | 0.3
Cc1ccc(NCc2nnc(SCC(=O)OC3CCCCC3)o2)c(C)c1 | -0.7 | 11.6 | -0.3 | 0.3 | -3.6 | 7.7 | 1.9 | 8.3
N#C/C(=C\c1ccccc1)c1n[nH]c(Cn2cncn2)n1 | -7.1 | 10.6 | -3.3 | -4.2 | -6.0 | 2.6 | -0.2 | -5.3
Cc1cc(C)c(C)c(S(=O)(=O)N2CCN(CC(=O)NC(=O)NCc3ccccc3)CC2)c1C | -2.3 | -21.6 | 0.0 | -1.2 | 2.2 | -10.2 | 2.2 | 5.6
O=C(Nc1ccccc1)c1ccc(S(=O)(=O)NCc2ccco2)cc1 | 1.6 | -6.8 | -4.1 | -6.2 | -1.4 | 2.8 | -1.8 | 3.2
CC(C)C(NC(=O)c1c(F)cccc1F)C(=O)NCc1ccc(S(=O)(=O)N2CCOCC2)cc1 (centres undefined) | -1.1 | 4.1 | -3.1 | -5.5 | -1.0 | 4.6 | 0.6 | -1.2
CCSc1nc(-c2cccnc2)ccc1C#N | 1.4 | -8.5 | -0.6 | -5.0 | -7.7 | -1.0 | -2.5 | -4.1
CC1(C)CC(=O)c2cc3c(N)c(C(=O)NCc4ccccc4)sc3nc2C1 | -1.4 | 1.5 | 7.4 | 0.5 | 5.3 | -2.0 | -0.7 | 17.7
O=C(COC(=O)C1CC(O)CN1S(=O)(=O)c1ccccc1[N+](=O)[O-])c1ccc[nH]1 (centres undefined) | 0.5 | 10.1 | 3.9 | 7.1 | -4.2 | 1.1 | 1.4 | -1.2

Complete entries, looked up by structure. Values in the order: MPTP block	CCR6 antagonist	APOBEC3A inh	APOBEC3G inh	CXCR6 block	Gli-Sufu block	GRIN3A LBD mod	EBI2 block
`O=C(COC(=O)C1CC(O)CN1S(=O)(=O)c1ccccc1[N+](=O)[O-])c1ccc[nH]1` (centres undefined) reads 0.5	10.1	3.9	7.1	-4.2	1.1	1.4	-1.2
`CCOc1ccc(NCc2cc3cc(OC)ccc3[nH]c2=O)cc1` reads 1.3	7.0	1.3	-2.7	-29.2	0.4	-0.9	0.3

Additional records:
SMILES | MPTP block | CCR6 antagonist | APOBEC3A inh | APOBEC3G inh | CXCR6 block | Gli-Sufu block | GRIN3A LBD mod | EBI2 block
Cc1ccc2nc(Nc3ccc(F)cc3)c3nncn3c2c1 | -0.9 | -0.7 | 0.0 | -5.6 | -5.1 | -2.8 | 1.7 | 8.3
COc1ccc(CCNC(=O)CNC(=O)Cn2ccc3ccccc3c2=O)cc1OC | 0.0 | 5.2 | -2.8 | -5.9 | 5.1 | 0.9 | 1.4 | -11.4
COC(C[C@H]1O[C@@H]1C(=O)[C@H](C)OCc1ccccc1)OC | 0.8 | 7.3 | -0.8 | -5.6 | -1.0 | 0.6 | -1.2 | 27.2
COc1ccc(OC)c(S(=O)(=O)Nc2cc3c(cc2N2CCCC2)n(C)c(=O)c(=O)n3C)c1 | -3.3 | -5.2 | -3.4 | -3.3 | 2.4 | 3.3 | -1.1 | -11.9
CC1(C)Cc2[nH]c(=O)c(C#N)cc2CS1 | -0.4 | 11.5 | 6.9 | 0.5 | -5.1 | 1.8 | 0.0 | 0.6
COc1ccc(NC(=O)c2ccc(Cl)nc2)cc1S(=O)(=O)N1CCOCC1 | -0.9 | 9.9 | -0.1 | -5.7 | 1.7 | 5.2 | -4.0 | 0.5
CCC(C)c1ccccc1N1CC(C(=O)N2CCN(S(=O)(=O)c3ccccc3Br)CC2)CC1=O (centres undefined) | -2.3 | 6.3 | -4.5 | -11.0 | 0.6 | 1.0 | -0.4 | 4.4
COc1ccc(-c2noc(C3CCCN(C(=O)Nc4ccccc4F)C3)n2)cc1 (centres undefined) | -1.7 | 11.1 | 1.4 | -0.8 | 0.3 | -11.6 | 0.8 | -3.6
O=C1CCN(CCCc2ccccc2)CCN1[C@H](CO)Cc1ccccc1 | 0.2 | -2.4 | -2.2 | -4.7 | -4.4 | 35.1 | -1.3 | -4.8
CC(C)N=C(NC#N)SCc1ccccc1 | -1.1 | -6.7 | 0.2 | -1.3 | -0.2 | -1.5 | -1.5 | -2.8
CCCCn1c(NCc2ccncc2)nc2ccccc21 | 1.0 | 8.8 | 0.5 | -2.3 | -4.7 | 3.1 | -2.6 | 7.3
O=C(CN1CCN(c2ccccc2)CC1)NCc1ccc(F)cc1 | 0.1 | 2.2 | -4.0 | -5.9 | -4.2 | 4.8 | 0.9 | 5.1
O=C(O)CCNS(=O)(=O)c1ccc2ccccc2c1 | -2.4 | -0.5 | -7.5 | -7.2 | -8.0 | -32.1 | -3.3 | -2.8
COc1ccc(-c2cc(C(=O)NCCc3ccccc3)no2)cc1OC | 0.8 | 7.3 | -9.7 | -3.1 | 8.4 | -1.7 | 1.3 | 11.7
COc1cc2[nH]c(C(=O)NCCc3ccccc3)cc2c(OC)c1OC | -0.6 | 14.4 | 0.5 | -5.9 | -2.9 | 22.4 | -2.4 | 3.0
C#CC(CC)(CC)NC(=S)Nc1cccc(C(C)=O)c1 | 3.0 | 10.6 | -3.2 | -3.9 | 1.1 | -88.4 | -1.4 | 4.6
O=C(CSc1ccccc1)Nc1ccccc1N1CCOCC1 | -0.4 | 16.3 | 0.9 | 0.6 | -7.2 | 3.7 | 1.3 | 16.1
Cc1c(NC(=O)C(C)OC(=O)c2cc3c4ccccc4n(C)c3s2)c(=O)n(-c2ccccc2)n1C (centres undefined) | -5.0 | -11.9 | -1.6 | -5.7 | 6.8 | -1.0 | 0.0 | -12.7
COc1ccc(/C=C2\N=C3CCCN3C2=O)cc1 | 0.0 | 3.2 | -12.9 | 5.2 | -0.8 | -26.4 | 0.1 | 4.1
COc1cc2c(cc1OC)C(c1cc3cc4c(cc3[nH]c1=O)OCO4)N(C(=O)C(C)C)CC2 (centres undefined) | -0.8 | -3.4 | -4.9 | 1.7 | -0.8 | -5.5 | 2.3 | 2.5
COc1cc(OC)cc(-c2cc3nc(C)c(CCC(=O)O)c(=O)n3[nH]2)c1 | -2.4 | 1.5 | -0.1 | -2.1 | -1.5 | 2.7 | 1.8 | -2.6
CCC(=O)Nc1nc(=S)ss1 | 1.9 | 22.1 | -0.3 | -1.0 | 1.7 | -9.8 | -4.2 | 8.8
CCOc1ccc(-c2cc(C(=O)NCCCn3ccnc3)c3cc(Br)ccc3n2)cc1 | -0.7 | -1.4 | -2.8 | -7.8 | -13.5 | -31.5 | -13.9 | 10.1
Nc1nc(O)c(CC(=O)O)s1 | -0.8 | -10.1 | 1.3 | -4.8 | -1.1 | 14.9 | nt | -8.0
CC(C)CN(CC(C)C)C(=O)Nc1cccc([N+](=O)[O-])c1 | -0.2 | 6.5 | -2.0 | -7.8 | -3.0 | 28.6 | 2.5 | 8.2

Grouped by structure, the compounds so far containing a tert-butyl group
SMILES | MPTP block | CCR6 antagonist | APOBEC3A inh | APOBEC3G inh | CXCR6 block | Gli-Sufu block | GRIN3A LBD mod | EBI2 block
CC(C)c1cc(NC(=O)C(C)(C)C)cc(C(C)C)c1O | -2.1 | -17.9 | -2.7 | -3.4 | -3.3 | -5.8 | -20.2 | 7.9
CN(C(=O)COC(=O)c1ccc(C(C)(C)C)cc1)C1CCS(=O)(=O)C1 (centres undefined) | 0.5 | 0.7 | -2.4 | -8.1 | -8.2 | -8.0 | -0.7 | -10.8

(cont.)
SMILES | MPTP block | CCR6 antagonist | APOBEC3A inh | APOBEC3G inh | CXCR6 block | Gli-Sufu block | GRIN3A LBD mod | EBI2 block
CC1CCN(C(=O)CSc2nc3ccccc3s2)CC1 | 5.7 | 8.0 | 0.5 | -3.3 | 0.3 | -85.1 | 0.3 | 5.9
O=[N+]([O-])c1ccc2nc(CCCc3nc4ccc([N+](=O)[O-])cc4[nH]3)[nH]c2c1 | -0.7 | 12.2 | -2.0 | -5.9 | 5.3 | 6.7 | -1.3 | 5.1
Nc1nc(SCc2ccccc2)ns1 | -0.4 | 1.6 | 2.7 | 0.5 | 6.4 | -31.0 | 1.2 | -12.3
C=CCNCCOc1ccccc1-c1ccccc1 | -1.4 | 4.0 | 2.3 | -4.4 | -1.8 | -3.2 | -1.8 | 1.6
C=CCNC(=O)c1ccncc1 | -1.1 | 3.6 | -1.8 | -2.9 | 4.8 | 8.9 | -1.5 | -2.9
N#Cc1nc(-c2ccccc2)oc1NCCCn1ccnc1 | 0.1 | -6.8 | -1.0 | -4.6 | 1.3 | 1.5 | 0.2 | -0.1
